PfHsp40 rescue – rescue of yeast from PfHsp40 toxicity, primary screen, S. cerevisiae, ATP luminescence | S. cerevisiae expressing PfHsp40, growth rescue | growth rescue, % at 12.5 µM | actives 0.68% (n = 340,000) | AID 504582, 2011; in the data active = growth rescue above about 28%, passing the limit was not always enough;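 note: yeast W303a lacking pdr1 and pdr3 grown in galactose medium; growth measured after three days at 30 °C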
MazEF act – activators of E. coli MazEF toxin-antitoxin RNase, primary screen, biochemical, fluorescence, uHTS; Endoribonuclease toxin MazF (Escherichia coli (strain K12)), P0AE70; FAM/BHQ RNA-DNA oligo cleavage fluorescence, 5 h; activation, % at 20 µM; actives 0.32% (n = 350,000); AID 504720, 2011; in the data active = activation above about 50%
Target sequence (P0AE70 whole entry, looked up): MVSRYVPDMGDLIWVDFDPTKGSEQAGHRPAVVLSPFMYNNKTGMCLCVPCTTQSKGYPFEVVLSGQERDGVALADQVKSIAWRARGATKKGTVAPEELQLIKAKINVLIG
Yp Topo-I inh – Yersinia pestis topoisomerase I inhibitors, primary screen, biochemical, cleavage product accumulation, plate reader, single point; DNA topoisomerase I (Yersinia pestis CO92); Y. pestis Topo-I cleavage product accumulation; activity, % at 10 µM; actives 0.064% (n = 360,000); AID 504884, 2011; in the data active = activity above about 50%, passing the limit was not always enough; note: inactives centre near 2
DUSP3 inh – VHR1 phosphatase inhibitors, primary screen, biochemical, absorbance, uHTS | inhibition, % at 13.3 µM | actives 0.52% (n = 290,000) | Dual specificity protein phosphatase 3 (Homo sapiens), P51452 | recombinant VHR phosphatase, pNPP absorbance; in the data active = inhibition above about 50%; note: some compounds called inactive have numbers as strong as hits
Target sequence (P51452 whole entry, looked up): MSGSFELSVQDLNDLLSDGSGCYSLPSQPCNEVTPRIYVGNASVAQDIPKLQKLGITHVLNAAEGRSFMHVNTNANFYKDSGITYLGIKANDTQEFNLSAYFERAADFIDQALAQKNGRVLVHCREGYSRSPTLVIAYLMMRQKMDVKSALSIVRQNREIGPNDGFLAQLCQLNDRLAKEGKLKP
PriA SSB inh – inhibitors of Klebsiella pneumoniae PriA binding to SSB C-terminal tail, primary screen, biochemical, AlphaScreen | inhibition, % at 33 µM | actives 0.6% (n = 430,000) | AlphaScreen SSBct-PriA binding, biotinylated peptide | PriA–SSB C-terminal tail interaction (Klebsiella pneumoniae); in the data active = inhibition mostly above about 37%, no sharp cut-off; inactive = mostly below about 20%;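 note: plate controls were negative control peptide for no effect and reference peptide for full effect; strong numbers were not always called active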
Anthrax LF inh2 – Bacillus anthracis LF protease inhibitors, primary screen, biochemical, multiplex microsphere, MLPCN library. Lethal factor (Bacillus anthracis), P15917. multiplex microsphere protease cleavage assay. inhibition, % at 10 µM. actives 0.12% (n = 360,000). AID 588501, 2011; in the data active = inhibition above about 30%; note: plate controls were buffer without enzyme for full effect and enzyme alone for no effect
TcdB GH inh – TcdB glycohydrolase inhibitors, primary screen, biochemical, single point, plate reader. actives 0.24% (n = 350,000). inhibition, % at 9.99 µM. TcdB glycohydrolase enzymatic assay. Toxin B (Clostridioides difficile), P18177; in the data active = inhibition above about 10%
SARS 3CLpro inh – SARS-CoV 3CLpro protease inhibitors, primary screen, biochemical, quenched FRET; Replicase polyprotein 1ab (Severe acute respiratory syndrome coronavirus), P0C6X7; recombinant SARS-CoV 3CLpro, quenched FRET peptide cleavage; inhibition, % at 6 µM; actives 0.14% (n = 290,000); AID 1706, 2009; in the data active = inhibition above about 12%
Rv3671c inh – Rv3671c serine protease inhibitors, primary screen, biochemical, fluorescence polarization, M. tuberculosis H37Rv; actives 0.048% (n = 320,000); inhibition, % at 5.96 µM; AID 2606, 2010; in the data active = inhibition above about 38%;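 note: extracellular domain of Rv3671c used as enzyme; 0% = enzyme with DMSO and 100% = no enzyme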
Target sequence (P9WHR9 whole entry, looked up, the tested form may be a part): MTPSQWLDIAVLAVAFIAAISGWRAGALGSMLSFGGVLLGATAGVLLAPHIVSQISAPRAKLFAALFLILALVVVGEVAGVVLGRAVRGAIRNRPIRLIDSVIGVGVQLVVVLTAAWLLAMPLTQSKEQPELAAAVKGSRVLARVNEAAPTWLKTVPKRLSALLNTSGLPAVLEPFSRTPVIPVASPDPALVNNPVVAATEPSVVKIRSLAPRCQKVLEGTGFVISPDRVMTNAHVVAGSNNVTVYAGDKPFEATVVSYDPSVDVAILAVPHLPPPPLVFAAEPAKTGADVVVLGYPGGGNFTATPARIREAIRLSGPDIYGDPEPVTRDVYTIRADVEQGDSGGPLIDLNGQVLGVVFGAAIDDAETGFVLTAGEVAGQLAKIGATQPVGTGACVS
Vc quorum ag – inducers of Vibrio cholerae quorum light production without autoinducers, primary screen, BH1578 luxS cqsA deficient, single point. V. cholerae BH1578 lux reporter, luminescence, 6 h. activation, % at 18.7 µM. actives 0.16% (n = 350,000); in the data active = activation mostly above about 9.7%, no sharp cut-off; note: not every result past the cut was called active; inactives centre near 0; reference of the scale not given here
Starred values were filed as active, the others as inactive; & = joins results of further samples. An excerpt (hit frequency here may not be typical).

`Cc1cccc(N(C(=O)c2ccc(Cl)cc2)C2CS(=O)(=O)CC2OC(=O)c2ccc(Cl)cc2)c1` (stereo unspecified) gave PfHsp40 rescue 0.9, MazEF act -5, Yp Topo-I inh 1, DUSP3 inh 12, PriA SSB inh 1, Anthrax LF inh2 -8, TcdB GH inh 1.3, SARS 3CLpro inh 4, Rv3671c inh -15 and Vc quorum ag -6.7.
`Cc1ccc(C)c(S(=O)(=O)N2CCCN(C)CC2)c1` gave PfHsp40 rescue -2.3, MazEF act -19, Yp Topo-I inh -8, DUSP3 inh 1, PriA SSB inh -7, Anthrax LF inh2 2, TcdB GH inh -1.8, SARS 3CLpro inh -2, Rv3671c inh 5 and Vc quorum ag -0.3.
For O=C(CN1CCCCCC1)NC(c1ccccc1)c1ccccc1 the results were PfHsp40 rescue 1.7, MazEF act 4, Yp Topo-I inh 13, DUSP3 inh 34, PriA SSB inh -1, Anthrax LF inh2 -6, TcdB GH inh -0.8, SARS 3CLpro inh -1, Rv3671c inh 5 and Vc quorum ag inactive.
`COc1ccc(NC(=O)c2cc(C3CCCCN3C(=O)OCCF)on2)c(C)c1` (stereo unspecified) gave Yp Topo-I inh 7, Anthrax LF inh2 -4, TcdB GH inh 1.4 and Vc quorum ag -0.4.
Screening COc1cc(/C=N/Nc2ccc(C(F)(F)F)cn2)ccc1O returned PfHsp40 rescue 0.7, MazEF act 3, Yp Topo-I inh -12, DUSP3 inh 15, Anthrax LF inh2 -4, TcdB GH inh 5.2, SARS 3CLpro inh 1, Rv3671c inh 6 and Vc quorum ag -0.3.
Cc1ccc2cccnc2c1NC(=S)NC(=O)c1ccccc1 was read as PfHsp40 rescue -0.1, MazEF act -2, Yp Topo-I inh -2, DUSP3 inh 18, PriA SSB inh -2, Anthrax LF inh2 2, SARS 3CLpro inh 0, Rv3671c inh -17 and Vc quorum ag inactive.
For Cc1cnc(C)c(Nc2nc(C(N)Cc3ccc(Cl)cc3)cs2)n1 (stereo unspecified) the results were Yp Topo-I inh -15, Anthrax LF inh2 3, TcdB GH inh 0.6 and Vc quorum ag inactive.
For CCN(CC(=O)Nc1c(F)cccc1F)C(=O)CSc1nnc(-c2ccco2)n1CC the results were PfHsp40 rescue -0.5, MazEF act -2, Yp Topo-I inh 7, DUSP3 inh 5, PriA SSB inh -4, Anthrax LF inh2 0, TcdB GH inh 1.2, SARS 3CLpro inh -1, Rv3671c inh -2 and Vc quorum ag -0.7.
CC(C)Cc1nnc(NC(=O)CCC(=O)NC2CCCCCC2)s1 was read as PfHsp40 rescue -0.5, MazEF act -9, Yp Topo-I inh -4, DUSP3 inh 18, PriA SSB inh 3, Anthrax LF inh2 0, TcdB GH inh -0.8, SARS 3CLpro inh -2, Rv3671c inh -6 and Vc quorum ag -0.2.
CC(=O)c1ccc(S(=O)(=O)N(CCCO)Cc2cc3cc(C)ccc3[nH]c2=O)cc1 was read as PfHsp40 rescue 0.6, MazEF act 5, Yp Topo-I inh 7, DUSP3 inh 26, PriA SSB inh -1, Anthrax LF inh2 11, TcdB GH inh 0.3, SARS 3CLpro inh 0, Rv3671c inh -2 and Vc quorum ag inactive.
O=C(CSc1ccc(-c2ccc(-n3cccn3)cc2)nn1)Nc1ccc([N+](=O)[O-])cc1 was read as PfHsp40 rescue 0.2, MazEF act -30, Yp Topo-I inh -4, PriA SSB inh 0, Anthrax LF inh2 0, TcdB GH inh -0.5, Rv3671c inh 1 and Vc quorum ag -5.9.
For CNC[C@@H]1OCc2ccccc2-c2ccccc2C(=O)N([C@H](C)CO)C[C@@H]1C the results were MazEF act 6, Yp Topo-I inh 4, Anthrax LF inh2 0, TcdB GH inh -0.3 and Vc quorum ag -2.3.
`COc1cc(C(=O)NCCC(=O)NC(C)C)cc(OC)c1OC` gave PfHsp40 rescue -1.2, MazEF act 9, Yp Topo-I inh -1, DUSP3 inh 6, PriA SSB inh -2, Anthrax LF inh2 0, TcdB GH inh 0.4, SARS 3CLpro inh -3, Rv3671c inh 1 and Vc quorum ag inactive.
`Cc1cccc(C(=O)Nc2c(C(=O)N(C)C)cnn2-c2ccccc2)c1` gave PfHsp40 rescue -0.6, MazEF act -6, Yp Topo-I inh -5, DUSP3 inh -19, PriA SSB inh -10, Anthrax LF inh2 -12, TcdB GH inh -2.3, SARS 3CLpro inh -1, Rv3671c inh -5 and Vc quorum ag -0.3.
For CCOc1ccc(S(=O)(=O)NCCC(=O)N2CCCCCCC2)cc1 the results were PfHsp40 rescue 0.8, MazEF act 5, Yp Topo-I inh 12, PriA SSB inh -5, Anthrax LF inh2 0, TcdB GH inh 1.1, Rv3671c inh 5 and Vc quorum ag -3.4.
`Cc1ccc(/C=[N+](\[O-])c2ccccc2C)o1` gave PfHsp40 rescue -0.9, MazEF act 2, Yp Topo-I inh -3, DUSP3 inh -3, PriA SSB inh -14&7, Anthrax LF inh2 0, TcdB GH inh 0.2, SARS 3CLpro inh -2, Rv3671c inh 5 and Vc quorum ag -0.2.
`CCOc1ccccc1NC(=O)c1cccc(N2C(=O)CCC2=O)c1` gave PfHsp40 rescue -1.3, MazEF act -5, Yp Topo-I inh 4, DUSP3 inh 10, PriA SSB inh -5, Anthrax LF inh2 -2, TcdB GH inh 3.9, SARS 3CLpro inh -6, Rv3671c inh -3 and Vc quorum ag -0.5.
Screening CCOC(=O)c1ccc(NC(=O)c2nc(SC)ncc2Cl)cc1 returned PfHsp40 rescue 0.6, MazEF act 2, Yp Topo-I inh 17, DUSP3 inh 2, PriA SSB inh -4, Anthrax LF inh2 3, TcdB GH inh -0.5, SARS 3CLpro inh 0, Rv3671c inh -3 and Vc quorum ag -0.6.
Screening Cc1cccc(N2CCN(S(=O)(=O)c3ccc4c(c3)CCN4C(=O)CCC(=O)O)CC2C)c1 (stereo unspecified) returned PfHsp40 rescue 1.5, MazEF act -1, Yp Topo-I inh 9, DUSP3 inh 54*, PriA SSB inh -6, Anthrax LF inh2 -4, TcdB GH inh 0.3, SARS 3CLpro inh -1, Rv3671c inh 9 and Vc quorum ag -0.2.
Screening O=C(CSc1ccc2nnc(-c3ccccn3)n2n1)Nc1ccccc1F returned PfHsp40 rescue -0.5, MazEF act 3, Yp Topo-I inh 4, DUSP3 inh -2, PriA SSB inh 14, Anthrax LF inh2 -3, TcdB GH inh 1.5, SARS 3CLpro inh 5, Rv3671c inh 5 and Vc quorum ag inactive.
Screening Cc1ccc(-c2ccccc2C2=CC(=O)CC(C)(C)C2=O)cc1 returned MazEF act 6, Yp Topo-I inh -5, Anthrax LF inh2 8, TcdB GH inh 0.0 and Vc quorum ag 1.1.
Screening CN1C=CC2=C(C#N)C(N)C(C#N)(C#N)C(c3ccccc3)C2C1 (stereo unspecified) returned PfHsp40 rescue -0.8, MazEF act 20, Yp Topo-I inh -1, DUSP3 inh -6, PriA SSB inh -3, Anthrax LF inh2 -5, SARS 3CLpro inh 2, Rv3671c inh 5 and Vc quorum ag 0.6.
For O=C(COC(=O)c1cccc(Cl)c1)NC(=O)NCc1ccccc1 the results were PfHsp40 rescue 0.2, MazEF act -3, Yp Topo-I inh 19, PriA SSB inh -3, Anthrax LF inh2 2, TcdB GH inh 0.0, Rv3671c inh -3 and Vc quorum ag -0.7.
Screening CCOc1ccc(NC(=O)c2ccc(NC(=O)CN3C(=O)C(=O)N(CC(C)C)C3=O)cc2)cc1 returned PfHsp40 rescue 0.7, MazEF act -14, Yp Topo-I inh -4, PriA SSB inh -7, Anthrax LF inh2 1, TcdB GH inh -1.2, Rv3671c inh 4 and Vc quorum ag -19.
For CCOC(=O)c1c(NC(=O)CS(=O)(=O)c2cn(CC)c3ccccc23)sc2c1CCCC2 the results were PfHsp40 rescue -0.5, MazEF act -3, Yp Topo-I inh 47, DUSP3 inh 0, PriA SSB inh 2, Anthrax LF inh2 -10, TcdB GH inh 0.2, SARS 3CLpro inh -1, Rv3671c inh -2 and Vc quorum ag -0.6.
Screening COc1cccc(C(=O)Nc2nnc(SCC(=O)Nc3ccc(NC(C)=O)cc3)s2)c1 returned PfHsp40 rescue 0.7, MazEF act -1, Yp Topo-I inh -1, DUSP3 inh -17, PriA SSB inh -2, Anthrax LF inh2 0, TcdB GH inh 0.3, SARS 3CLpro inh 0, Rv3671c inh -7 and Vc quorum ag -0.3.
For O=C(NC(=S)NCc1ccco1)c1ccc(Br)cc1 the results were PfHsp40 rescue 2.6, MazEF act 3, Yp Topo-I inh 9, DUSP3 inh 27, PriA SSB inh 12, Anthrax LF inh2 -1, TcdB GH inh 1.7, SARS 3CLpro inh -2, Rv3671c inh -3 and Vc quorum ag -0.3.
Screening CC1CCCC(C)N1C(=O)c1cc2ncc(CCCl)cn2n1 (stereo unspecified) returned PfHsp40 rescue -0.5, MazEF act 3, Yp Topo-I inh 0, DUSP3 inh -20, PriA SSB inh -7, Anthrax LF inh2 -2, SARS 3CLpro inh -4, Rv3671c inh -5 and Vc quorum ag 6.8.
`Cn1ncc([N+](=O)[O-])c1C(=O)Nc1ccccc1` gave PfHsp40 rescue -1.3, MazEF act 4, Yp Topo-I inh 4, DUSP3 inh -8, PriA SSB inh -4, Anthrax LF inh2 -6, TcdB GH inh -0.2, SARS 3CLpro inh -6, Rv3671c inh 0 and Vc quorum ag -0.2.
`CC1(C)CC(=O)C=C(c2cccc(CO)c2)C1` gave PfHsp40 rescue -1.9, MazEF act -9, Yp Topo-I inh -2, PriA SSB inh 0, Anthrax LF inh2 3, TcdB GH inh 1.6, Rv3671c inh 1 and Vc quorum ag 7.1.
For CCOc1ccc(NC(=O)CN(C)S(=O)(=O)c2cnc[nH]2)cc1 the results were PfHsp40 rescue -1.6, MazEF act 9, Yp Topo-I inh -2, DUSP3 inh 9, PriA SSB inh 14, Anthrax LF inh2 -10, TcdB GH inh 0.8, SARS 3CLpro inh 3, Rv3671c inh -13 and Vc quorum ag inactive.
COC(=O)C1=C(O)CSC1=Nc1ccccc1 was read as PfHsp40 rescue 2.2, MazEF act 0, Yp Topo-I inh -1, DUSP3 inh -8, PriA SSB inh -14, Anthrax LF inh2 -3, SARS 3CLpro inh 0, Rv3671c inh 2 and Vc quorum ag -1.4.
CC1(O)C(c2ccccc2)=Nc2ccccc21 (stereo unspecified) was read as MazEF act 4, Yp Topo-I inh 4, Anthrax LF inh2 -3, TcdB GH inh 1.0 and Vc quorum ag inactive.
For COC(=O)c1ccc(C(=O)OC)c(NC(=O)CN(c2ccccc2)S(=O)(=O)N(C)C)c1 the results were PfHsp40 rescue -0.8, MazEF act 3, Yp Topo-I inh 1, DUSP3 inh 15, PriA SSB inh -7, Anthrax LF inh2 0, TcdB GH inh 0.8, SARS 3CLpro inh -1, Rv3671c inh -6 and Vc quorum ag 0.2.
Screening COc1ccc2oc(C(=O)OCC(=O)N(C)Cc3ccccc3)c(C)c2c1 returned PfHsp40 rescue 1.9, MazEF act 0, Yp Topo-I inh 25, PriA SSB inh -25, TcdB GH inh 1.1, Rv3671c inh 2 and Vc quorum ag -0.7.
